Source: PubChem BioAssay
PrPC surface inh: reduces human prion protein on the cell surface. P04156. AID 720596. cell surface PrPC, TR-FRET read-out. hit rate 0.43% among 370,000. inhibition, % at 13.8 µM; in the data active = inhibition above about 24%; also: 0% = median of the test wells and 100% = reference compound wells
BoNT A protease: inhibitors of Botulinum neurotoxin A light chain protease. AID 588499. inhibition, % at 10 µM. hit rate 0.17% among 360,000. multiplex microsphere protease substrate cleavage, flow cytometry; in the data active = inhibition above about 30%; inconclusive = no clear call, values can overlap the other calls; also: plate controls were buffer without enzyme for full effect and enzyme alone for no effect
UGM FP inh: blocks M. tuberculosis UGM enzyme; P9WIQ1; purified UGM, fluorescence polarization probe displacement; inhibition, % at 10 µM; hit rate 0.06% among 320,000; in the data active = inhibition above about 10%, passing the limit was not always enough; inconclusive = no clear call, values can overlap the other calls
Target sequence (P9WIQ1 whole entry, looked up): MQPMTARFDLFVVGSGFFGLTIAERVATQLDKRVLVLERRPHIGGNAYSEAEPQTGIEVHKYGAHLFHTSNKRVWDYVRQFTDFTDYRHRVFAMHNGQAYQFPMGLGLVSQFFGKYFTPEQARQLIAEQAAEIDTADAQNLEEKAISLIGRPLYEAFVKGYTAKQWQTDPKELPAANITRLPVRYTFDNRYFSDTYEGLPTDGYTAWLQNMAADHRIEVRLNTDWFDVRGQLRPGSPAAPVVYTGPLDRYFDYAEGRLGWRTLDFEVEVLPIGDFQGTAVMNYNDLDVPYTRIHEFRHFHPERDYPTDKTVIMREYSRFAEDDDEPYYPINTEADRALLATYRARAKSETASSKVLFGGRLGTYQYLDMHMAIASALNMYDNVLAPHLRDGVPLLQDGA
BoNT F protease: inhibitors of Botulinum neurotoxin F light chain protease; Multiplex microsphere protease cleavage assay, flow cytometry; inhibition, % at 10 µM; hit rate 0.22% among 360,000; AID 588497; in the data active = inhibition above about 35%, passing the limit was not always enough; inconclusive = no clear call, values can overlap the other calls; also: plate controls were buffer without enzyme for full effect and enzyme alone for no effect
BioA inh: BioA (M. tuberculosis) enzyme inhibition; purified M. tuberculosis BioA enzyme, plate reader; inhibition, % at 9.99 µM; hit rate 0.096% among 360,000; in the data active = inhibition above about 40%; inconclusive = no clear call, values can overlap the other calls
FBA Mtb inh: inhibitors of M. tuberculosis fructose-bisphosphate aldolase | inhibition, % at 1 µM | purified M. tuberculosis FBA, fluorescence read-out | hit rate 2.3% among 360,000 | P9WQA3; in the data active = inhibition above about 27%;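 also: 0% = vehicle and 100% = reference inhibitor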
Target sequence (P9WQA3 whole entry, looked up): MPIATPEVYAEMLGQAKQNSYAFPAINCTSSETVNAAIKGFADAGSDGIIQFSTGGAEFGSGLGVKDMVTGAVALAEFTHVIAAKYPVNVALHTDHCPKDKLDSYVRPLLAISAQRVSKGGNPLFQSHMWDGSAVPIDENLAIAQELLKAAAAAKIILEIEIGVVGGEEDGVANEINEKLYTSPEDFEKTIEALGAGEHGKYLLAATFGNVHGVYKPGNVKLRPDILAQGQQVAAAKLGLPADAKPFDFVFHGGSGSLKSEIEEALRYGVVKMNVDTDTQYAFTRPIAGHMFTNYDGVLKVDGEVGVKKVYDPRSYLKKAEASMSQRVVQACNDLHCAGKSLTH
GDH-TPI counter: inhibits GDH-TPI coupling enzymes, artifact for Mtb FBA screen; inhibition, % at 4.8 µM; AID 588335; GDH-TPI coupled enzyme counterscreen, NADH absorbance; hit rate 1.2% among 360,000;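 also: 0% = DMSO wells and 100% = wells lacking the enzyme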
FadD28 binding: inhibitors of Mycobacterium tuberculosis FadD28 bisubstrate binding; FadD28 bisubstrate probe binding, fluorescence polarization; inhibition, % at 12.5 µM; hit rate 0.22% among 360,000; AID 588549; in the data active = inhibition above about 8.5%, passing the limit was not always enough; inconclusive = no clear call, values can overlap the other calls
CCHF vOTU inh: CCHFV vOTU protease inhibition; Pep-AMC fluorescence; inhibition, % at 11.5 µM; hit rate 0.55% among 370,000; AID 651958; also: 0% = vehicle wells with enzyme and 100% = no enzyme wells
* hit, by the source's call; u = inconclusive; x = no result given. Rule as the data show it, unless noted: active = inhibition above about 30%; inactive = the rest. Hits appear at their usual frequency. Share with any hit: about 4.8%.

Screens in order – PrPC surface inh	BoNT A protease	UGM FP inh	BoNT F protease	BioA inh	FBA Mtb inh	GDH-TPI counter	FadD28 binding	CCHF vOTU inh
1	CC1=C(C(=O)N(C(C)C)C(C)C)CC(CC(=O)NC2CCCC2)C(=O)N1Cc1ccc(F)cc1 (configuration not stated)
    -6	-0.7	x	-6	-2.9	3	x	-0.9	5
2	COc1cc(-c2nc(-c3ccccc3)c(-c3cccs3)[nH]2)cc(OC)c1O
    2	-1.4	-2.4	-2	1.0	24	21	u	-3
3	COc1ccccc1C(=O)COC(=O)CCNS(=O)(=O)c1ccc(C)c(C)c1
    9	u	-3.1	u	-1.3	3	8	0.7	3
4	Cc1ccc(CSc2nnc(-c3cccnc3)o2)cc1
    x	-0.4	2.0	0	8.9	-12	-1	-1.2	x
5	Cc1ccc(OCC(=O)NNC(=O)C2CCN(c3nc(C)cc(C)n3)CC2)cc1
    2	-0.1	-1.7	3	0.8	1	9	-0.2	1
6	COc1ccc(NC(=O)CCN2CCCC(C)C2)cc1 (configuration not stated)
    1	0.0	0.6	6	-1.2	0	-2	0.1	10
7	O=C(CN1CCOCCOCCN(CC(=O)Nc2ccccc2)CCOCC1)Nc1ccccc1
    -3	-0.1	-1.2	-1	-0.2	-9	-10	-2.7	-1
8	O=[N+]([O-])/C=C\c1ccc(N2CCCC2)c(F)c1
    x	60*	x	21	-0.3	-14	11	-0.8	x
9	O=C1c2cccnc2C(O)N1Cc1cccs1 (configuration not stated)
    2	-0.7	1.6	-12	-1.0	2	-7	-1.6	5
10	Cc1cc(C(=O)CSc2nc(N)cc(N)n2)c(C)n1CCc1ccc(F)cc1
    5	-0.6	-2.8	-6	2.2	0	2	-4.0	5
11	O=C(Nc1ncc(Cc2cccc(C(F)(F)F)c2)s1)C1CCCO1 (configuration not stated)
    9	-1.1	-2.5	-12	6.1	3	2	-1.9	-4
12	COC(=O)C1=C(c2cc3ccccc3s2)C[C@@H]2CC[C@H]1N2C(=O)N1CCCC1
    5	-0.5	-0.7	-10	0.4	0	-4	-2.9	-2
13	Cc1ccc(N2CC(=O)N(CC(=O)O)C2=O)cc1
    -2	0.9	-0.8	-2	-1.5	-6	-9	-3.8	-6
14	COc1ccccc1/C=N/NC(=O)c1ccc(NC(=O)c2ccccc2Br)cc1
    -3	0.2	1.0	-6	x	0	18	-6.0	3
15	Cc1c(C(=O)Nc2ccc(Br)cc2)cnn1C
    0	0.0	1.7	2	2.1	2	12	0.6	-3
16	CC(=O)Nc1ccc(NC(=O)Cn2cnc3c(nnn3Cc3ccc(F)cc3)c2=O)cc1
    3	0.4	3.9	-4	1.9	2	5	0.4	3
17	CC1(C)CC(NC(=O)c2ccc(F)cc2)CC(C)(C)N1
    -3	-0.4	x	-7	-1.8	-1	-2	-3.4	-1
18	COCCn1c(=O)[nH]c2cc(C(=O)NCC3CCCO3)ccc2c1=O (configuration not stated)
    4	0.2	-1.2	-2	x	9	2	-1.1	7
19	CC(NS(=O)(=O)c1ccc([N+](=O)[O-])cc1)C(=O)NN (configuration not stated)
    -27	-0.2	1.1	-1	1.0	4	-3	-1.6	12
20	CSc1nsc(/C=C/Nc2cccc(Cl)c2)c1C#N
    -3	2.8	0.7	2	-0.9	8	5	-1.1	1

Gathered by group, the compounds so far with an aryl thioether with sulfur outside any ring (3)
Screens in order – PrPC surface inh	BoNT A protease	UGM FP inh	BoNT F protease	BioA inh	FBA Mtb inh	GDH-TPI counter	FadD28 binding	CCHF vOTU inh
4	Cc1ccc(CSc2nnc(-c3cccnc3)o2)cc1
    x	-0.4	2.0	0	8.9	-12	-1	-1.2	x
10	Cc1cc(C(=O)CSc2nc(N)cc(N)n2)c(C)n1CCc1ccc(F)cc1
    5	-0.6	-2.8	-6	2.2	0	2	-4.0	5
20	CSc1nsc(/C=C/Nc2cccc(Cl)c2)c1C#N
    -3	2.8	0.7	2	-0.9	8	5	-1.1	1

(next part)
Screens in order – PrPC surface inh	BoNT A protease	UGM FP inh	BoNT F protease	BioA inh	FBA Mtb inh	GDH-TPI counter	FadD28 binding	CCHF vOTU inh
21	Cc1cc(OC(C)C(=O)Nc2cccnc2)ccc1Cl (configuration not stated)
    3	0.2	3.0	-3	9.7	-2	4	-1.4	-3
22	Oc1cccc(-c2csc(C(O)(c3ccccc3)C(F)(F)F)n2)c1 (configuration not stated)
    0	-0.2	x	-8	9.1	-2	4	-23	3
23	O=C(CCc1nc(-c2ccccn2)no1)NCc1ccc2c(c1)OCO2
    -6	-3.9	-0.3	u	1.0	-2	-1	-3.1	-8
24	CC(C)(C)c1csc(NC(=O)Nc2ccccc2)n1
    10	1.0	2.2	2	1.8	5	2	-4.6	-3
25	O=C(NCc1ccco1)c1ccc(Cl)c(S(=O)(=O)N2CCc3ccccc32)c1
    2	-1.2	0.1	-2	x	2	6	-2.0	-6
26	COc1ccc(CCCCCCOCc2ccccc2)cc1
    0	0.2	0.1	-2	0.7	0	-8	-3.0	-5
27	CC(C)(C)c1ccc(NC(=O)COC(=O)c2ccc([N+](=O)[O-])s2)cc1
    -21	-1.0	1.1	-8	-1.6	1	-2	-0.8	16
28	O=C(NNC(=O)C1[C@H]2CCCC[C@@H]12)Nc1cccc2ccccc12 (some centres not stated)
    -7	-2.9	-2.8	12	-0.3	6	2	0.5	-12
29	CCC(C)C(NS(=O)(=O)c1ccc(C)cc1)C(=O)NCCCN1CCOCC1 (configuration not stated)
    -1	1.6	-0.5	1	-4.4	-1	3	-0.9	15
30	O=C(O)c1ccccc1NC(=O)N1C[C@H]2C[C@@H](C1)c1cccc(=O)n1C2
    -7	-0.2	2.6	-1	-0.1	21	8	-1.6	-2
31	CCn1c(CC(=O)Nc2ccc(F)cc2)nnc1SCC(=O)Nc1nncs1
    0	1.2	1.4	4	x	4	-1	-1.7	-14
32	CCC1CCCCN1CCCNC(=O)CCC(=O)N1CCOc2ccccc21 (configuration not stated)
    1	-0.4	-1.4	-4	-0.5	2	-3	-1.0	3
33	CN(C)Cc1cc(O)c(CN(C)C)cc1O
    2	-0.7	-0.4	-6	x	2	-5	-3.6	8
34	COC(=O)Cc1ccc(NC(=S)NC(C)(C)C)cc1
    -5	-0.4	1.1	3	x	-2	2	-0.4	14
35	CCOC(=O)c1cc2c(nc1N)CCCC2
    -3	0.1	-2.8	-4	x	139*	17	-1.6	-98
36	COC(=O)c1ccc(CN(C(C)=O)c2ccccc2)o1
    -2	0.4	3.0	0	-0.7	-2	7	-1.4	-1
37	COc1ccc2c(c1)[nH]c1c(=O)n(/N=C/c3ccc(OC)c(CN4CCCCC4)c3)cnc12
    -14	0.7	-1.0	-3	-1.6	2	17	0.5	-2
38	C=CCn1c(O)c(/C(C)=N/N2CCCCCC2)c(=O)[nH]c1=O
    2	-1.0	-0.8	u	x	0	-7	-2.5	-12
39	COc1ccc(C(=O)OCCOc2cccc(Cl)c2)cc1S(=O)(=O)N1CCOCC1
    -3	1.4	-1.6	6	-0.7	2	2	0.4	9
40	COc1ccccc1CN1CCNC(=O)C1CC(=O)NCC1CCOCC1 (configuration not stated)
    -3	-0.8	1.7	-2	-2.8	6	2	0.4	4
41	O=C1OCCC1Sc1nnc(-c2ccc(Br)cc2)o1 (configuration not stated)
    1	-0.8	0.3	-14	-1.8	-3	4	-3.4	9
42	O=C(Nc1cccnc1Cl)c1noc2c1CCc1ccccc1-2
    -2	-0.7	-1.3	6	x	1	-5	1.4	-4
43	COc1ccc(CC(N)c2csc(Nc3ccc(S(C)(=O)=O)cc3)n2)cc1 (configuration not stated)
    -5	0.1	x	-6	2.5	-2	11	-1.1	10
44	O=C(NCCN1CCOCC1)C(=O)NCC1OCCCN1S(=O)(=O)c1cc(F)ccc1F (configuration not stated)
    4	-3.1	-0.1	4	-0.3	0	-7	-3.9	3
45	CSc1nnc(-c2ccc(C(F)(F)F)nc2C)o1
    9	7.3	2.3	u	0.4	15	6	0.1	-9
46	Cc1sc2ncnc(N/N=C/c3cccc(O)c3)c2c1C
    -7	-1.6	-1.4	-9	x	-2	23	-2.0	1
47	COc1ccccc1NC(=O)c1ccc(COc2ccccc2OC)cc1
    1	u	-0.1	u	x	-3	-7	-1.5	5
48	COc1ccc(NC(=O)COc2coc(CN3CCc4ccccc4C3)cc2=O)cc1
    1	1.5	-1.9	4	2.3	0	10	-0.5	-5
49	COc1ccc(Cn2c3ccc(OC)cc3c3nc4ccccc4nc32)cc1
    -7	8.3	2.4	0	-2.8	-3	8	-1.3	-3
50	Cc1cc(NC(=O)CCSc2ccc(Cl)cc2)no1
    -1	0.3	-1.0	-1	x	1	-8	-2.7	-1
51	COC(=O)C1=C(O)/C(=C\c2ccc(OCC(=O)Nc3ccc(OC)cc3)cc2)N=C1C
    7	1.7	-0.4	-1	-0.2	1	14	-0.5	14
52	O=C(CN1CCCN(S(=O)(=O)c2ccc(F)cc2)CC1)Nc1c(Cl)cccc1Cl
    3	-0.4	-0.2	-3	1.4	2	5	x	6
53	CCN(CC)S(=O)(=O)c1ccc(C)c(C)c1
    -4	x	1.9	x	-1.0	0	3	0.7	-3
54	Nc1n[nH]c(-c2ccccc2[N+](=O)[O-])n1
    -1	0.6	2.8	-1	x	3	0	-1.3	-9
55	COC(=O)c1cccc(NS(=O)(=O)c2ccc(OC)c(OC)c2)c1C
    2	0.0	-0.7	-2	-2.2	-1	-4	-3.6	-8
56	CC(C)CCN1CCN(Cc2cn[nH]c2C2CCCCC2)CC1CCO (configuration not stated)
    1	-0.2	-1.3	-4	0.9	1	-1	-4.4	12
57	Cc1ccc(Nc2nnc(SCc3ccccc3)s2)cc1
    14	-0.5	2.6	-18	1.0	-1	17	-2.0	9
58	Nc1cc(=O)[nH]c(SCc2ccc(Cl)cc2)n1
    4	1.6	4.9	7	x	-3	4	-3.3	16
59	CCOC(=O)c1ccc(NC(=O)CN2CCN(CCN=CC3=C(O)CC(C)(C)CC3=O)CC2)cc1
    5	0.7	x	-3	0.0	0	-6	-4.7	2
60	O=C(NCCc1cccc(F)c1)C1CCC(=O)N(CCCc2ccccc2)C1 (configuration not stated)
    8	-0.6	1.3	-10	1.0	3	3	2.0	6
61	O=C(NCc1ccco1)c1cccc(NC(=O)c2ccco2)c1
    20	0.5	1.8	1	1.4	0	11	0.6	-14
62	CCNC(=O)N(C)c1c(CC)nc2ccc(C(=O)Nc3cccc(OCC(=O)N(C)C)c3)cn12
    -6	-0.1	x	3	-0.7	-1	-6	-2.1	19
63	FC(F)(F)c1cccnc1N1CCN(c2ncnc3nc[nH]c23)CC1
    -6	-0.1	0.8	0	-1.3	0	5	-0.5	-6
64	COc1ccc(C)cc1NC(=O)C1CCCCC1C(=O)O (configuration not stated)
    -2	0.7	0.0	0	0.8	0	7	-0.7	-1
65	Cn1c(SCC(=O)Nc2cccc(NC(=O)c3cccs3)c2)nnc1-c1ccncc1
    4	-0.2	1.9	u	-2.3	3	6	-1.1	4
66	Cc1ccc(Nc2nc(N)nc(CSc3nccn3C)n2)cc1
    8	-0.2	-0.1	-8	1.0	-2	3	-2.2	9
67	Cn1ccnc1SCC(=O)Nc1cccc(S(=O)(=O)N2CCCCCC2)c1
    -1	-0.5	-1.6	-3	x	-5	1	0.0	1
68	C#CCOc1ccc(C2C3=C(CC(C)(C)CC3=O)N(CC(=O)O)C3=C2C(=O)CC(C)(C)C3)cc1
    -10	0.0	2.7	-1	1.4	92*	1	-4.0	-168
69	Cc1ccc2c(c1)N(S(=O)(=O)c1cc(-c3cc(C)no3)ccc1C)CCO2
    -6	-2.0	2.6	-13	-1.3	-2	5	-2.6	16
70	c1cnc2ccc(C(c3nnnn3C3CCCCC3)N3CCCCC3)cc2c1 (configuration not stated)
    6	-0.9	2.0	-22	-0.8	3	4	-1.6	11
71	CNC(=O)C1(C)CCN1C(=O)c1ccccc1CCc1ccccc1 (configuration not stated)
    5	-0.8	x	-6	-0.8	1	-1	-0.9	3
72	Cc1ccc(C)c(C(=O)CSc2n[nH]c(C)n2)c1
    3	-0.7	-2.3	2	x	0	13	-0.4	-3
73	COc1cc(NC(=O)NCCN2CCN(c3ccccc3)CC2)cc(OC)c1OC
    1	-0.4	0.5	-7	-0.4	2	2	2.1	-11

Entries by screen from the entries so far:
FadD28 binding for nos. 62–65, in order: -2.1, -0.5, -0.7, -1.1
CCHF vOTU inh for nos. 62–65, in order: 19, -6, -1, 4
